# Source: PubChem (The Scripps Research Institute Molecular Screening Center)
# mABHD4 FP: inhibitors of mouse ABHD4; purified mABHD4, FP-Rh probe fluorescence polarization; inhibition, % at 8.92 µM; 370,000 compounds, 0.54% hits; AID 720543;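 active means inhibition exceeding the mean over every tested compound plus 3 SD, cut at about 30% in these data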;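 further: 0% = plate median of compound wells and 100% = S159A mutant with DMSO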
# Target sequence (Q8VD66 whole entry, looked up): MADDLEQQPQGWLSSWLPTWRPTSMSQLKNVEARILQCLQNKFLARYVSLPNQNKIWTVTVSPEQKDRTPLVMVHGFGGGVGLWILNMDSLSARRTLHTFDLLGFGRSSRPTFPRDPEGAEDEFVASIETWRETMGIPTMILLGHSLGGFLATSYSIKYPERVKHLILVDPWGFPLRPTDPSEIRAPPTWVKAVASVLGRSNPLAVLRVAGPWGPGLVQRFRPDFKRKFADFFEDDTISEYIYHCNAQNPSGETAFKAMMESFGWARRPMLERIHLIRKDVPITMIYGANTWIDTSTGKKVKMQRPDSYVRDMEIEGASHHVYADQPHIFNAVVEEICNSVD
#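 Assay system: wild-type mouse ABHD4 protein; compound: single nominal dose of 8.92 µM, 0.89% DMSO final; schedule: 45 min + 60 min at 25 °C; measured by: FP readout, ex 525 nm / em 598 nm; evaluation: % inhibition of FP-Rh probe binding versus controls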
# TCR CD3 inh: inhibitors of human TCR-CD3 interaction; TAMRA-labeled TCR probe fluorescence, biochemical; inhibition, % at 9.4 µM; 360,000 compounds, 0.37% hits; AID 651800; in the data active means inhibition above about 19%;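 further: recombinant mutant TCR 2C K166C tagged with TAMRA read by polarization; 0% = receptor in buffer alone and 100% = receptor with positive control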
# PG9 binder: small molecules binding HIV-1 gp120 antibody PG9 | AID 624416 | TR-FRET gp120-PG9 antibody binding | inhibition, % at 6.7 µM | 360,000 compounds, 0.43% hits; in the data active means inhibition above about 8.5%
# LEDGF integ inh: blocks HIV-1 LEDGF/p75-dependent DNA integration; 370,000 compounds, 0.64% hits; inhibition, % at 3.7 µM; TR-FRET IN-LEDGF/p75 DNA integration, Eu/Cy5;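 active means inhibition above the screen-wide mean plus 3 SD, cut at about 13% in these data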;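 further: signal is the Cy5 over europium emission ratio at 671 and 618 nm; 0% = plate median of compound wells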
# PRMT1 FP inh: PRMT1 (human) inhibition, primary screen; recombinant PRMT1, activity-based probe fluorescence polarization; inhibition, % at 2.79 µM; 370,000 compounds, 1.3% hits;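 active means inhibition above about 21% made by adding two undisclosed values, limit read from the data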
# Target sequence (Q99873 whole entry, looked up): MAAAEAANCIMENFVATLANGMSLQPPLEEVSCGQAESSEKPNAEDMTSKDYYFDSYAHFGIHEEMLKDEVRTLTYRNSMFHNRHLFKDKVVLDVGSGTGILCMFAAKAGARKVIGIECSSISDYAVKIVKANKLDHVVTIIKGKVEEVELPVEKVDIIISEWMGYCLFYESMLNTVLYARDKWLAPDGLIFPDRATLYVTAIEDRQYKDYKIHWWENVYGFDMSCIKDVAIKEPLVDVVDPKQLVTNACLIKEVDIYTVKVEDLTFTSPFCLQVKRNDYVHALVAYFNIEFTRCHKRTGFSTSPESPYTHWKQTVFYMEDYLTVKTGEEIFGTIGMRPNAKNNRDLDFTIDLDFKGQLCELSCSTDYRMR
# DDE Tn7 FP inh: inhibitors of Tn7 peptide binding to human fibrin DD(E); P02675; FP displacement of FITC-Tn7 peptide from fibrin DD(E); 0% = median of compound wells per plate; inhibition, % at 8.3 µM; 370,000 compounds, 0.13% hits;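 active means inhibition above the mean of compounds falling within the control limits plus 3 SD of them, cut at about 14% in these data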;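 further: 0% = plate median of compound wells and 100% = 10 µM Aha-Tn7 peptide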
#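 Test system: human clot-derived fibrin DD(E) complex / Quantity: 2 µM final DD(E) protein / Incubation: 10 min plus 3 h, room temperature / Measured by: fluorescence polarization / Benchmarks: high control of 10 µM Aha-Tn7 peptide / Replicates: singlicate testing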
# HTRA1 inh: HTRA1 (human) protease inhibition; Q92743; recombinant HTRA1, FP-rhodamine activity-based probe, fluorescence polarization; inhibition, % at 5.96 µM; 340,000 compounds, 0.5% hits; in the data active means inhibition above about 36%;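 further: 0% = enzyme with DMSO and 100% = wells lacking enzyme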
# UHRF1 binding: UHRF1 methyl-DNA binding inhibition | Q96T88 | UHRF1 binding to methylated oligo, TR-FRET | inhibition, % at 4.4 µM | 370,000 compounds, 0.75% hits; in the data active means inhibition above about 21%;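 further: UHRF1 SRA domain binding a hemimethylated CpG hairpin DNA probe; 0% = median of test compound wells and 100% = reference inhibitor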
# TDP2 absorb: TDP2 (human) inhibition, absorbance primary screen | recombinant TDP2, T5PNP hydrolysis, p-nitrophenol absorbance 415 nm | inhibition, % at 12.8 µM | 370,000 compounds, 0.34% hits;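 active means inhibition above the mean of all tested compounds plus 3 SD, set per campaign, cut at about 25% in these data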;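 further: 0% = DMSO with enzyme and 100% = buffer with substrate but no TDP2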
# Target sequence (O95551 whole entry, looked up): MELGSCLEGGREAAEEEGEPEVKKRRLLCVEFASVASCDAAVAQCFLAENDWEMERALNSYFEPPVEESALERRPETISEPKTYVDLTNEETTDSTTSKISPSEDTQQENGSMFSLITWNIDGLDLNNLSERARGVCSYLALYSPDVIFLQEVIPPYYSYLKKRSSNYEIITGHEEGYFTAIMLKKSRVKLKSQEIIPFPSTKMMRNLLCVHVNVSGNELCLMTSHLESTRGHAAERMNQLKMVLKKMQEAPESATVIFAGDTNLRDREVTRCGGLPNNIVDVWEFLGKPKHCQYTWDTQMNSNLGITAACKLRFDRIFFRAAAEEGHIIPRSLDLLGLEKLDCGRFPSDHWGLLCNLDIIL
#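 Assay system: Recombinant human TDP2 | Quantity: 120 nM TDP2 per well | Incubation: 2 h at 37 °C | Signal: Epi absorbance | Evaluation: Percent inhibition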
# SIAE inh: inhibitors of human sialic acid acetylesterase SIAE; inhibition, % at 9.66 µM; Q9HAT2; SIAE FP-Rh probe binding, fluorescence polarization; 370,000 compounds, 0.69% hits;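 active means inhibition above a cutoff: mean of compounds within the control limits plus 3 SD of those, cut at about 17% in these data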;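 further: 0% = plate median of compound wells and 100% = probe without SIAE protein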
# * hit, by the source's call; nt = no result given.
SMILES,mABHD4 FP,TCR CD3 inh,PG9 binder,LEDGF integ inh,PRMT1 FP inh,DDE Tn7 FP inh,HTRA1 inh,UHRF1 binding,TDP2 absorb,SIAE inh
CC(C)CN(C(=O)CSc1nc(N)cc(N)n1)C1CCS(=O)(=O)C1 (centres undefined),-6.2,10.0,0.1,2.7,-3.7,-4.3,-1.8,-0.7,5.8,0.9
CC(C)c1ccc(NC(=O)CN2CCN(c3ccccn3)CC2)cc1,-3.9,-2.0,-1.1,-1.3,-0.9,-0.5,-2.0,2.4,-2.3,4.5
CCOc1ccccc1NC(=O)c1ccc2[nH]c(C)c(C)c2c1,0.4,-5.9,3.9,-1.3,4.4,0.5,-18.4,-1.5,-13.8,5.1
O=C(c1ccc(S(=O)(=O)N2CCCCCC2)cc1)N1CCN(c2ccccn2)CC1,2.0,8.4,-1.1,-1.2,0.4,9.1,-2.2,0.9,6.6,2.4
O=C(O)CCSc1nnc(-c2ccc3c(c2)OCO3)o1,5.6,-2.6,0.1,0.6,2.4,1.8,-0.9,-2.1,0.2,0.5
Cc1cc(C)nc(N/N=C/c2ccc(N3CCOCC3)cc2)n1,1.4,-7.5,-4.4,-3.5,4.6,-8.7,0.1,1.3,-1.1,5.1
C[C@@H]1COc2cccc(F)c2S(=O)(=O)N1C,0.6,nt,nt,-3.8,-0.9,6.6,nt,0.1,9.2,-4.7
Cc1cc(/C=N/n2cnnc2)c(C)n1-c1ccc(Cl)cc1Cl,0.3,2.9,-1.4,-1.3,-1.4,2.3,4.9,-4.0,-0.4,2.4
O=C(NC(c1ccc(F)cc1)c1ccc2ccccc2n1)C1CCN(CCOc2ccc(F)cc2)CC1 (centres undefined),-12.0,-12.6,-3.2,2.5,-5.1,-3.4,nt,5.3,-18.3,-2.8
CCN(CC)CCn1c(NCc2ccc(C)o2)nc2ccccc21,5.9,2.8,0.3,-1.0,-0.2,-2.3,1.2,1.1,3.2,2.1
Cc1ccc(C)c(NC(=O)C2CCC(C)(C(=O)O)C2(C)C)c1 (centres undefined),4.8,2.0,0.4,-0.1,-1.9,-3.4,-0.1,0.1,7.9,0.8
CC(C)C(NC(=O)c1c(F)cccc1F)C(=O)NC1CC(C)(C)NC(C)(C)C1 (centres undefined),2.5,-9.1,1.3,-4.1,1.9,3.4,-5.5,1.8,-0.3,3.7
Cc1c(NC(=O)COC(=O)c2ccc[nH]c2=O)c(=O)n(-c2ccccc2)n1C,7.9,-2.0,-1.1,0.8,0.0,-4.4,4.3,-1.1,-1.6,3.1
C=CCN(Cc1nc(-c2ccc(OC)c(OC)c2)oc1C)C1CCS(=O)(=O)C1 (centres undefined),3.1,6.0,-2.1,-6.8,-0.3,0.6,-2.1,1.0,1.5,-3.2
O=C(NCCS(=O)(=O)N1CCc2ccccc2C1)c1ccccc1,7.7,-3.0,-0.3,-3.5,1.4,8.0,0.3,0.7,-3.6,-0.9
COCCN(CCOC)C(=O)CN1C(=O)NC(Cc2c[nH]c3ccccc23)C1=O (centres undefined),0.4,-5.2,-1.0,-2.0,1.5,1.5,2.4,0.7,-0.6,15.3
COc1ccccc1CCC(=O)OCC(=O)NC1CCCCC1,3.0,-1.1,0.2,-0.3,2.5,-6.4,2.0,-0.5,-6.5,-8.9
Cc1oc2cc3oc(=O)c(CC(=O)NCCCC(=O)O)c(C)c3cc2c1C,-2.6,8.0,0.3,-3.6,14.4,0.4,-2.2,4.7,-8.4,-0.2
COCCNc1oc(-c2cccs2)nc1S(=O)(=O)c1ccc(C)cc1,-6.8,-2.3,-0.3,5.6,-5.5,5.7,-1.8,-0.8,-0.9,1.6
COc1ccccc1C1C2=C(COC2=O)Nc2cc3c(cc21)OCO3 (centres undefined),7.5,3.0,-0.1,-3.1,0.4,6.2,7.5,-3.5,-2.5,-4.8
CNC(=S)N(CCO)Cc1cc2cc3c(cc2[nH]c1=O)OCCO3,-0.4,5.3,-0.7,3.1,7.8,0.1,3.3,0.6,-2.0,3.4
CCOC(=O)C1(C)CCCN(C(=O)c2ccccc2OC(F)(F)F)C1 (centres undefined),-7.9,-4.6,-0.1,0.6,-3.5,-10.0,nt,1.1,-9.7,-4.0
O=C(c1cc2ccccc2o1)N1CCN(S(=O)(=O)c2ccc(F)c(F)c2F)CC1,-0.9,-0.6,3.6,1.3,3.5,1.0,2.8,-1.5,4.0,-13.4
CSc1ccn(CCC(=O)O)c(=O)n1,-3.0,-7.3,1.3,2.5,1.4,0.4,-0.6,2.3,-6.0,-0.1
O=C(NCCCN1CCOCC1)c1cnn2c(-c3ccccc3)cc(-c3ccccc3)nc12,-2.0,-2.5,0.7,2.0,-1.1,-4.8,-12.6,-0.8,-15.2,-5.0
O=C(CSc1ncn[nH]1)N1CCN(c2nnc(-c3ccccc3)c3ccccc23)CC1,-8.3,-0.7,-3.0,0.4,-1.0,-6.9,-0.6,-1.8,5.5,2.2
Cc1ccc(C)c(NS(=O)(=O)c2ccc3c(c2)NC(=O)CO3)c1,0.1,-0.3,-1.5,1.6,-1.1,-5.1,0.9,0.2,18.5,-6.3
CC(C)CCN1C(=O)CSCC1(C)C(=O)NC(C)C (centres undefined),0.4,1.3,-0.4,4.9,-2.3,-1.5,nt,0.5,10.9,-3.2
COc1cccc(CN2CCC2(C)C(=O)Nc2ccc(C)c(O)c2)c1F (centres undefined),0.2,-1.5,1.4,-2.1,-0.7,4.3,nt,0.9,1.9,-0.9
CC1(C)CCC(=O)c2ccccc21,1.0,-6.3,-0.5,2.0,2.5,4.5,2.1,2.0,-3.1,-0.7
O=C(NNc1nc2ccccc2s1)Nc1ccccc1,22.0,2.5,1.7,-2.5,-2.6,-3.8,1.5,1.9,3.3,3.3
NC(=O)c1cc(-c2ccccc2)nc(Oc2ccccc2)n1,1.7,0.5,-2.7,4.1,-1.6,2.6,-16.5,2.0,-1.4,8.1
COc1ccc(-c2cc(NC(C)=O)c3ncc(-c4cccc(C(C)=O)c4)n3c2)cc1OC,-4.1,-0.7,-1.0,0.4,-0.4,3.3,nt,-6.2,2.3,-9.5
Cc1cc(C(=O)NC(=S)Nc2ccccc2N2CCCC2)ccc1[N+](=O)[O-],0.4,-1.6,-1.6,-2.5,0.2,2.3,6.7,2.2,1.9,13.0
COc1ccc(CN2CCC[C@]3(N[C@H](c4ccc(OC)cc4)[C@@H]4C(=O)N(Cc5ccccc5)C(=O)[C@@H]43)C2=O)cc1,-5.1,1.7,1.5,0.0,-3.8,-6.6,-16.7,-0.5,-1.2,-0.5
CC1(C)CC(=O)/C(=C(\O)Cc2ccccc2)C(=NCCCCCC(=O)O)C1,8.1,1.1,0.9,2.4,-0.4,-4.3,-1.0,2.4,2.5,2.0
O=C(c1ccccc1F)N1CCN(c2ccc([N+](=O)[O-])cc2-n2cccc2)CC1,-1.2,4.2,-3.3,2.7,-4.0,0.9,-3.1,0.1,-22.1,9.7
O=C(CSCc1ccc([N+](=O)[O-])cc1)Nc1ccccc1C(=O)O,-5.2,5.3,-2.6,2.8,3.4,-5.0,-1.1,-0.4,-1.2,-0.7
Cc1ccc(S(=O)(=O)NCc2ccc(C(=O)N3CCN(c4ccc([N+](=O)[O-])cc4)CC3)cc2)cc1,-0.2,9.1,1.5,2.2,-6.5,3.3,-17.1,-2.5,18.3,-14.5
O=C(O)c1ccc(/C=N/n2cc(-c3ccccc3)[nH]c2=S)cc1,-2.9,4.6,-2.9,-3.2,10.0,4.8,7.4,-0.1,13.2,4.6
COc1ccc(NC(=O)COC(=O)c2cc(SC)ccc2Cl)c(OC)c1,-11.4,-2.1,18.2*,4.8,-3.5,-0.8,-4.8,-0.1,-14.9,0.9
Cc1ccc(NC(=O)COC(=O)c2sccc2C)cc1S(=O)(=O)N1CCOCC1,-9.7,-2.2,0.4,2.0,2.5,2.7,-4.2,-0.1,-3.8,-2.1
Cc1cc(C)nc(NS(=O)(=O)c2ccc(N/C=C/C(=O)c3ccc(Cl)cc3)cc2)n1,1.2,5.3,0.9,1.8,-0.5,-6.4,-18.9,1.8,4.5,-7.3
CCCCC(=O)Nc1ccc(C(=O)NNC(=S)NC(=O)c2ccccc2[N+](=O)[O-])cc1,-0.4,16.0,-0.8,1.4,-1.5,-5.4,6.9,-0.6,-15.3,1.5
COc1cc(/C=C/[N+](=O)[O-])ccc1OC(=O)/C=C/c1ccc(F)cc1,2.2,1.8,-0.6,4.3,7.4,-2.5,-19.0,-0.9,0.0,0.4

# Results in UHRF1 binding and mABHD4 FP, for 3 of the compounds above:
canonical_smiles,UHRF1 binding,mABHD4 FP
CC1(C)CC(=O)/C(=C(\O)Cc2ccccc2)C(=NCCCCCC(=O)O)C1,2.4,8.1
O=C(c1ccccc1F)N1CCN(c2ccc([N+](=O)[O-])cc2-n2cccc2)CC1,0.1,-1.2
O=C(CSCc1ccc([N+](=O)[O-])cc1)Nc1ccccc1C(=O)O,-0.4,-5.2

# (continued)
SMILES,mABHD4 FP,TCR CD3 inh,PG9 binder,LEDGF integ inh,PRMT1 FP inh,DDE Tn7 FP inh,HTRA1 inh,UHRF1 binding,TDP2 absorb,SIAE inh
Cc1cc(C)cc(NC(=O)C(=O)NCCCN2CCOCC2)c1,-3.1,8.0,-2.5,2.6,-0.1,-8.0,-9.0,-0.4,11.5,-1.3
CC1(c2ccc3ccccc3c2)NC(=O)N(CC(=O)N2CCCC(C(F)(F)F)C2)C1=O (centres undefined),-3.0,-4.2,-0.2,7.3,-3.2,-2.2,-3.8,-2.1,-1.9,-4.6
O=S(=O)(c1ccc(Br)s1)N1CCN(CCOc2ccccc2)CC1,4.0,-4.2,-0.4,-2.7,4.5,2.2,-17.6,-1.2,-2.1,3.9
COc1cccc(C(C(=O)NC(C)(C)C)N(C(=O)CCC(=O)Nc2cc(C)on2)C2CC2)c1OC (centres undefined),1.9,2.9,0.4,-4.3,1.3,9.3,2.6,-0.6,2.3,-4.7
CCN(CC(=O)NCc1ccc(Cl)cc1)S(=O)(=O)c1ccc(NC(C)=O)cc1,-8.0,-4.7,0.3,-4.2,-0.8,-4.3,1.7,-1.7,3.7,-4.8
O=C(Nc1cccc2ccccc12)c1ccc([N+](=O)[O-])o1,3.0,-1.6,-1.1,-1.0,-2.6,-5.3,7.4,-1.0,5.6,1.6
C[C@H](CO)N1C[C@H](C)[C@@H](CN(C)C(=O)CCC(F)(F)F)OCc2cnnn2CCCC1=O,4.8,2.5,-1.8,3.2,-7.6,-5.6,3.6,-0.1,9.1,-5.8

# Two of these compounds, reformatted:
# Below each SMILES – mABHD4 FP	TCR CD3 inh	PG9 binder	LEDGF integ inh	PRMT1 FP inh	DDE Tn7 FP inh	HTRA1 inh	UHRF1 binding	TDP2 absorb	SIAE inh
COc1ccccc1C1C2=C(COC2=O)Nc2cc3c(cc21)OCO3 (centres undefined)
    7.5	3.0	-0.1	-3.1	0.4	6.2	7.5	-3.5	-2.5	-4.8
CNC(=S)N(CCO)Cc1cc2cc3c(cc2[nH]c1=O)OCCO3
    -0.4	5.3	-0.7	3.1	7.8	0.1	3.3	0.6	-2.0	3.4
